NS5 inhibitors – Dengue-2 NS5 methyltransferase inhibitors, primary screen, biochemical, confirmation dose response (AID 588689). Dengue-2 NS5 methyltransferase capping enzyme assay, biochemical; higher % means a stronger effect. inhibition, % at 25 µM, or IC50 in µM where a hit was titrated. actives 0.3% (n = 340,000); in the data active = a potency from the dose series; inconclusive = inhibition above about 29% without an active follow-up result
Siah-1 displacement – blockers of Siah-1 interaction with plectin peptide – biochemical, fluorescence polarization, rhodamine-plectin, uHTS, primary screen (AID 1817) | Siah-1 / rhodamine-plectin peptide fluorescence polarization; higher % means a stronger effect | displacement, % at 20 µM, or IC50 in µM where a hit was titrated | actives 0.02% (n = 290,000);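 active = displacement of at least 50% at 20 µM, with a fluorescence ratio check between 0.3 and a set limit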;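 also: plate controls were Siah plus tracer with DMSO for no effect and tracer alone without Siah for full effect; strong numbers were not always called active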
West Nile antiviral – West Nile virus antiviral activity, cell-based, CPE readout (AID 1621); West Nile virus-infected cells, CPE inhibition; higher % means a stronger effect; one-dose CPE inhibition, % at 10 µM; IC50 in µM for titrated hits; actives 0.02% (n = 290,000); in the data active = a potency from the dose series; inconclusive = CPE inhibition mostly from about 3.7% at the one dose, without a potency; inactive = the rest, 99 in 100 with CPE inhibition below about 2.2%; also: strong numbers were not always called active
RSV antiviral HEp-2 – RSV antiviral activity via CPE protection, HEp-2 cells, primary 10 µM value included (AID 2391); CPE inhibition, % at 10 µM; hits with a dose series show IC50 in µM; actives 0.13% (n = 310,000); HEp-2 cells, RSV-induced CPE inhibition; higher % means a stronger effect; in the data active = a potency from the dose series; inconclusive = CPE inhibition mostly from about 23% at the one dose, without a potency; inactive = the rest, 99 in 100 with CPE inhibition below about 21%; also: strong numbers were not always called active
AID2073 – disruptors of CaV2.2 binding to Mint1 – biochemical, HTRF (AID 2073) | HTRF protein-protein interaction, Mint1-CaV2.2; higher % means a stronger effect | one-dose inhibition, % at 20 µM; IC50 in µM for titrated hits | actives 0.19% (n = 290,000); in the data active = inhibition mostly above about 51%, no sharp cut-off; inconclusive = no clear call, values can overlap the other calls; inactive = mostly below about 53%; also: some results filed as inactive read as strong as hits
UTI89 phage lysis – protection from phage-mediated lysis, alamar blue read-out – E. coli UTI89, K1F phage, bacterial capsule biogenesis inhibitors (AID 488966). E. coli UTI89 K1F phage lysis, alamar blue, 2 h; higher % means a stronger effect. one-dose inhibition, % at 100 µM; IC50 in µM for titrated hits. actives 0.02% (n = 340,000);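 active = phage lysis inhibition, versus mean bacterial control, above a set limit; inconclusive = no clear call, values can overlap the other calls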;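 also: capsule biogenesis inhibitors block K1F phage lysis so surviving cells raise fluorescence; higher fluorescence means more inhibition of phage lysis; actives were called in the ten point dose series up to 300 µM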
Large T inhibition – TAg ATPase/helicase activity blockers – biochemical (AID 1903); SV40 large T antigen ATPase/helicase inhibition assay; higher % means a stronger effect; inhibition, % at 20 µM, or IC50 in µM where a hit was titrated; actives 0.39% (n = 310,000); in the data active = a potency from the dose series; inconclusive = inhibition mostly from about 32% at the one dose, without a potency; inactive = the rest, 99 in 100 with inhibition below about 32%; also: strong numbers were not always called active
Rac1 GTP hydrolysis – MgcRacGAP GTPase-activating activity inhibitors, confirmation, biochemical, ADP Hunter fluorescence. one-dose inhibition, % at 30 µM; IC50 in µM for titrated hits. MgcRacGAP-stimulated Rac1 GTP hydrolysis, ADP Hunter fluorescence; higher % means a stronger effect; GST-tagged Rac1 F28L mutant substrate. actives 0.6% (n = 340,000);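 active = first-screen hits whose inhibition reached a set limit at any dose in the follow-up dose series; inconclusive = inhibition above the set first-screen limit but never retested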;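 also: fluorescence reports GDP produced by GAP-driven GTP hydrolysis; strong numbers were not always called active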
NTR1 ag – agonists of NTR1, primary screen, imaging, U2OS cells, beta-arrestin-GFP, high content (AID 493036). P30989. NTR1-U2OS beta-arrestin-GFP spot imaging, agonist mode. activation, % at 20 µM. actives 0.17% (n = 330,000);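 active = activation at or above 40% of the spot to cytoplasm intensity ratio, with at least 20 cells analyzed; inconclusive = wells under 20 cells, flagged as cytotoxic or low count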;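 also: 0% = DMSO without peptide and 100% = 100 nM NTR1 peptide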
Target sequence (P30989 whole entry, looked up): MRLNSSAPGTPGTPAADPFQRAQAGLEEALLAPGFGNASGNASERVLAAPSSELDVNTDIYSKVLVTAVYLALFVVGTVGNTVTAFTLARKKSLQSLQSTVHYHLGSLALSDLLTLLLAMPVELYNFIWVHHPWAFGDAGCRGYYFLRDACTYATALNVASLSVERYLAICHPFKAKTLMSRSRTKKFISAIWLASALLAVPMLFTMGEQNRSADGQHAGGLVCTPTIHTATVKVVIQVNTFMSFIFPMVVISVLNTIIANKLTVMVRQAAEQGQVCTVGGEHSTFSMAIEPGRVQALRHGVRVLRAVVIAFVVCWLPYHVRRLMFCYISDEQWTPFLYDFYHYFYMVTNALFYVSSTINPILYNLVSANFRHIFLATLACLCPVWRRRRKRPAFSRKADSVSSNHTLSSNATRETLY
NTR1 ag cell count 20 µM – second read-out of NTR1 ag, no call of its own (marks repeat the call); cell count; measured here: cell count, cytotoxicity flag
NS5 inhibitors pilot replicate – second read-out of NS5 inhibitors, no call of its own (marks repeat the call); inhibition, %; measured here: pilot screen replicate inhibition
Active calls of the source: *; ? = inconclusive; · = no result given; [ ] = remark or other dose.

SMILES	NS5 inhibitors	Siah-1 displacement	West Nile antiviral	RSV antiviral HEp-2	AID2073	UTI89 phage lysis	Large T inhibition	Rac1 GTP hydrolysis	NTR1 ag	NTR1 ag cell count 20 µM	others
O=C(Nc1ccccc1N1CCOCC1)c1cccc([N+](=O)[O-])c1	-3.6%	-1.5%	0.4%	3.0%	-1.1%	4.4%	12.8%	11.0%	0.4	61
CN(C)C(=S)c1ccccc1	·	3.9%	0.3%	3.9%	-20.7%	·	5.2%	·	0.9	53
Cc1cc(OCC(=O)N2CCN(c3ccccc3)CC2)c2c(C)cc(=O)oc2c1	-6.2%	12.8%	2.3%	3.2%	10.4%	-0.2%	8.4%	-33.9%	-0.2	72
O=C(COc1ccccc1/C=C1/NC(=O)NC1=O)Nc1ccccc1	18.2%	-5.0%	-0.5%	0.8%	3.6%	0.1%	18.2%	3.2%	1.3	74
O=C(C1CCCO1)N1CCN(S(=O)(=O)c2cccc3nsnc23)CC1 (stereo not drawn)	0.6%	11.5%	0.1%	1.3%	2.6%	0.2%	18.9%	6.4%	0.6	34
Cc1cccc(N(C(=O)c2csnn2)C(C(=O)NCc2ccccc2)c2cccs2)c1 (stereo not drawn)	2.7%	41.7%	-0.2%	1.3%	0.3%	-0.1%	2.0%	3.0%	1.6	50
CC(=O)CCc1ccc(Oc2nc(-c3cccnc3)nc3ccccc23)cc1	-7.0%	6.1%	·	11.2%	20.5%	0.3%	-1.8%	8.5%	11.6	41
CCCNC(=O)C1CN(S(=O)(=O)c2ccccc2)CCN1S(=O)(=O)c1ccccc1 (stereo not drawn)	-5.8%	4.1%	-1.0%	1.1%	-2.4%	0.6%	10.7%	3.3%	-0.4	44
CS(=O)(=O)c1ccc(NC(=O)c2cccc(S(=O)(=O)N3CCN(Cc4ccccc4)CC3)c2)cc1	-9.2%	2.0%	-0.7%	?	10.8%	1.5%[50 µM]	11.9%	11.0%	3.0	62
COC(=O)NC1(C(=O)O)CCCC1	-10.3%	14.2%	-0.3%	3.0%	26.5%	-0.6%[50 µM]	2.7%	-4.7%	0.0	69
COc1ccc(N(CC(=O)NC2CCCC2)C(=O)c2ccc(N3CCCCC3)nc2)cc1	-9.4%	-3.0%	-0.8%	1.9%	1.6%	-1.2%	-0.6%	3.0%	-1.1	83
CCn1c(SCc2ccccc2)nc2cc(OC)c(OC)cc2c1=O	-5.0%	-3.5%	-0.9%	13.9%	5.9%	9.1%	8.0%	5.2%	14.0	64
O=C(NCc1cccs1)C(=O)NCC1OCCCN1S(=O)(=O)c1cc(F)ccc1F (stereo not drawn)	-1.3%	-7.9%	-0.9%	0.8%	7.6%	1.1%[50 µM]	-1.4%	9.6%	-0.2	51
O=c1/c(=C\c2cccn2-c2ccccc2)sc2nc3ccccc3n12	1.6%	-2.8%	0.7%	·	2.7%	-1.4%	10.8%	5.8%	·	·
O=C1Nc2ncccc2OC1CCCl (stereo not drawn)	-1.6%	-2.0%	·	0.8%	1.3%	-0.4%	11.8%	3.8%	-0.3	77
O=C(NCCC1CCCCN1S(=O)(=O)c1ccccc1)C(=O)Nc1ccc(F)cc1F (stereo not drawn)	-1.5%	·	·	-0.7%	·	-1.2%	8.6%	7.7%	1.1	41
COc1ccc2nc(C)cc(SCC(=O)N/N=C/c3ccc(O)cc3O)c2c1	-7.3%	-8.2%	0.6%	11.2%	2.2%	0.2%	7.5%	17.7%	0.7	42
CCn1cc(NC(=O)CCl)c(C)n1	·	5.8%	0.0%	-2.5%	11.9%	·	-1.4%	·	-0.4	41
COc1ccc(-c2cc(C(=O)N(C)Cc3ccc(OC)c(OC)c3OC)c3ccccc3n2)cc1OC	0.0%	0.5%	1.2%	1.8%	9.1%	0.0%	11.8%	8.1%	5.3	44
CCOC(=O)C1=C(C(F)(F)F)Nc2ncnn2C1c1cc(OC)ccc1OC (stereo not drawn)	5.1%	-6.6%	-0.4%	3.6%	4.0%	1.1%	8.0%	7.2%	-0.8	42
CCc1ccc(-c2nc(CSCC(=O)NCCCN3CCCC3=O)c(C)o2)cc1	-5.7%	-0.1%	-0.6%	-1.0%	3.6%	0.3%	7.2%	5.6%	1.2	75
O=C(C1CCN(S(=O)(=O)c2ccc3c(c2)OCCO3)CC1)N1CCc2ccccc21	-3.5%	0.4%	-1.5%	4.4%	-4.6%	-0.1%	-5.6%	-0.4%	-1.0	51
CCOC(=O)C(Cc1ccccc1)c1ccnc2nc(N)nn12 (stereo not drawn)	-5.4%	2.2%	-0.2%	-1.7%	0.4%	0.0%	2.8%	6.9%	3.9	43
Cc1nn(C(C)(C)C)c(OC(=O)CC(C)C)c1S(=O)(=O)c1ccccc1	-2.6%	3.2%	-0.1%	11.2%	-2.3%	0.3%	-1.5%	7.5%	2.5	68
OCCOc1ccc(C2=NCCO2)cc1	-5.7%	1.9%	0.7%	3.8%	5.0%	4.2%	-2.8%	-1.0%	-0.5	60

Gathered by group: those above containing a Cl atom.
SMILES	NS5 inhibitors	Siah-1 displacement	West Nile antiviral	RSV antiviral HEp-2	AID2073	UTI89 phage lysis	Large T inhibition	Rac1 GTP hydrolysis	NTR1 ag	NTR1 ag cell count 20 µM	others
O=C1Nc2ncccc2OC1CCCl (stereo not drawn)	-1.6%	-2.0%	·	0.8%	1.3%	-0.4%	11.8%	3.8%	-0.3	77
CCn1cc(NC(=O)CCl)c(C)n1	·	5.8%	0.0%	-2.5%	11.9%	·	-1.4%	·	-0.4	41

The main list resumes, repeating the two entries before the break.
SMILES	NS5 inhibitors	Siah-1 displacement	West Nile antiviral	RSV antiviral HEp-2	AID2073	UTI89 phage lysis	Large T inhibition	Rac1 GTP hydrolysis	NTR1 ag	NTR1 ag cell count 20 µM	others
Cc1nn(C(C)(C)C)c(OC(=O)CC(C)C)c1S(=O)(=O)c1ccccc1	-2.6%	3.2%	-0.1%	11.2%	-2.3%	0.3%	-1.5%	7.5%	2.5	68
OCCOc1ccc(C2=NCCO2)cc1	-5.7%	1.9%	0.7%	3.8%	5.0%	4.2%	-2.8%	-1.0%	-0.5	60
Cc1onc(-c2ccccc2Cl)c1C(=O)Nc1sc2c(c1C#N)CCC2	-0.6%	-1.1%	-1.4%	21.0%	-9.6%	0.5%	12.8%	12.8%	4.1	84	NS5 inhibitors pilot replicate=1.2
CO/N=C(/CNC(=O)c1ccc(Cl)cc1Cl)c1ccc(Cl)cc1	-9.0%	-3.5%	·	1.1%	3.8%	0.3%	14.3%	7.8%	1.0	40
COc1cc(C2NC(=O)NC(c3ccccc3)=C2C(C)=O)c(Br)cc1OCC(N)=O (stereo not drawn)	1.5%	3.6%	-0.1%	2.0%	-8.3%	1.6%	29.3%	4.8%	0.5	33
O=C(Oc1ccc(OC(=O)c2ccncc2)cc1)c1ccncc1	-0.9%	·	·	-0.7%	·	0.0%[50 µM]	31.1%	5.2%	-1.1	52
CC1(c2ccc3noc(-c4ccccc4)c3c2)OCCO1	3.4%	2.2%	0.6%	-1.6%	-4.5%	0.6%	14.0%	8.4%	0.0	40
CC(C)CCNC(=O)NC(=O)COC(=O)C1CCN(S(=O)(=O)c2ccccc2F)CC1	-1.4%	3.4%	-0.4%	1.1%	-20.5%	3.1%	-2.0%	5.9%	-0.4	48
Cc1c(C(=O)Nc2nc3ccccc3[nH]2)oc2c(Cl)cccc12	-10.9%	18.3%	-0.4%	2.0%	15.7%	0.2%	7.6%	9.0%	1.3	108
CNC(=O)COC(=O)c1ccc(Cl)c(S(=O)(=O)N2CCCC2)c1	·	-4.2%	-0.2%	-0.7%	2.4%	-0.1%	-5.7%	7.5%	-0.2	81
O=C1CC(c2ccccc2)c2ccccc21 (stereo not drawn)	0.0%	3.5%	0.5%	0.0%	-15.6%	-0.6%	3.7%	10.6%	1.2	40
Cc1ccc(NC(=O)CC2NCCNC2=O)cc1 (stereo not drawn)	-5.8%	0.2%	0.0%	1.4%	-12.3%	7.5%	5.9%	1.4%	-0.3	62
N#Cc1c(/N=C/c2ccc(-c3ccc(C(=O)O)c(Cl)c3)o2)sc2c1CCCC2	-0.7%	·	·	5.2%	·	-0.2%[50 µM]	·	9.3%	0.4	61
CC(OC(=O)c1cccnc1Cl)C(=O)NCc1ccccc1 (stereo not drawn)	3.3%	·	·	1.9%	·	2.1%[50 µM]	·	3.2%	-0.9	94
CSc1nsc2nc(=O)c(/C=C3\C=Nc4ccccc43)c(N)n12	>100µM*	2.9%	0.2%	5.6%	10.2%	-0.1%	10.3%	1.9%	9.2	61
CC(=O)Nc1sc(N)nc1-c1ccccc1	-5.6%	1.1%	0.3%	2.6%	-11.2%	1.9%	20.7%	6.3%	4.4	57
COC(C(=O)Nc1ccnn1C1CCN(Cc2cnn(C)c2)CC1)c1ccccc1 (stereo not drawn)	-1.0%	3.9%	0.1%	0.3%	4.6%	0.0%	11.7%	4.5%	-0.4	98
CN(CCc1ccccn1)C(=O)CC1C(=O)NCCN1Cc1ccc(-c2ccccc2)cc1 (stereo not drawn)	0.8%	0.1%	-0.5%	0.7%	-0.5%	-0.2%	-0.7%	1.1%	0.4	50
Cc1c(NC(=O)c2c(F)c(F)c(F)c(F)c2F)c(=O)n(-c2ccccc2)n1C	5.5%	0.5%	0.7%	0.2%	0.7%	0.2%	6.2%	7.6%	-1.3	86
Cc1ccc(N2C(=O)CC(NNC(=O)c3cccc(S(=O)(=O)N4CCCC4)c3)C2=O)cc1 (stereo not drawn)	-9.0%	-4.0%	-0.9%	1.5%	6.9%	2.6%[50 µM]	7.7%	9.1%	2.4	58
Cc1cccc(-c2cccc(NC(=O)C3CCCN(C(=O)c4csc(C)n4)C3)c2)c1 (stereo not drawn)	-8.2%	0.0%	-1.4%	4.1%	0.4%	0.2%	16.0%	10.3%	1.5	58
COc1ccc(N2CCN(CCOc3ccc4c(C)cc(=O)oc4c3)CC2)cc1	-7.2%	-1.1%	-1.0%	4.4%	-2.2%	1.4%[50 µM]	10.1%	5.6%	3.9	46
COc1ccc(C)cc1NC(=O)C(OC(=O)Cn1cnc2c1c(=O)n(C)c(=O)n2C)c1ccccc1 (stereo not drawn)	2.9%	·	·	-0.8%	·	1.2%[50 µM]	13.2%	14.2%	0.5	73
CCn1c(Cc2ccccc2)nnc1SCC(=O)Nc1ccccc1O	2.5%	0.1%	-0.3%	0.6%	1.3%	-0.6%	3.4%	7.5%	0.5	45
CCCCc1cc(=O)oc2cc(C)cc(OCC(=O)N3C[C@H]4C[C@@H](C3)c3cccc(=O)n3C4)c12	-4.3%	-1.4%	-0.8%	·	15.0%	4.1%	5.5%	5.8%	7.4	94
CCN(CC)S(=O)(=O)c1ccc(N2CCOCC2)c(NS(=O)(=O)c2cc(C(C)(C)C)ccc2C)c1	-0.7%	-2.0%	-2.0%	2.6%	2.5%	0.7%	4.4%	6.9%	-0.8	38

Bioassay records: PubChem, several laboratories
